Source: PubChem BioAssay (National Center for Advancing Translational Sciences (NCATS))
JMJD2A Tudor inh: qHTS Assay for Inhibitors of JMJD2A-Tudor Domain; Lysine-specific demethylase 4A (Homo sapiens), O75164; AlphaScreen JMJD2A-Tudor / H3K4me3 peptide binding; AID 504339, 2011; actives 4.4% (n = 390,000); Potency, µM (doses to about 114 µM), for inactives: at the highest dose activity change, negative = inhibition, most hits filed as inhibitors; further: potency means the concentration at half of the fitted maximal effect; on the % scale 0 is the no-effect control and ±100 the full control effect; nearly all actives have a fitted effect of over 50% in size
GLS inhibitor: qHTS for Inhibitors of Glutaminase (GLS). Potency, µM (series often up to 45.5 µM), inactives show at the highest dose activity change, negative = inhibition, actives largely listed as inhibitors. actives 0.21% (n = 410,000). Glutaminase kidney isoform, mitochondrial (Homo sapiens), O94925. AID 624170, 2012. GLS enzymatic activity, qHTS titration; further: potency means the concentration at half of the fitted maximal effect; on the % scale 0 is the no-effect control and ±100 the full control effect
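Glutamate formation by hKGA was monitored fluorometrically using coupled glutamate oxidase, HRP and Amplex Red. Substrate was added as 1 mM L-glutamine solution; incubation was 30 min at RT after an initial read.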
ALOX12 inh: Primary qHTS assay for inhibitors of human arachidonate 12S-lipoxygenase (ALOX12): Round 2; purified 12hLO, xylenol orange hydroperoxide absorbance; Potency, µM (top dose mostly 108 µM), without a hit: top-dose activity change, negative = inhibition, hits mostly inhibitors; Polyunsaturated fatty acid lipoxygenase ALOX12 (Homo sapiens), P18054; actives 1.1% (n = 580,000); further: potency means the concentration at half of the fitted maximal effect; on the % scale 0 is the no-effect control and ±100 the full control effect
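Purified human 12hLO (150 nM final) in 25 mM Hepes, 0.01% Triton X-100, pH 7.0 was preincubated 15 min at room temperature with compound. Then 40 uM arachidonic acid was added, 30 min. Hydroperoxide was read by Fe-XO absorbance ratio 573/405 nm.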
HP1b binding inh: HTS for Inhibitors of HP1-beta Chromodomain Interactions with Methylated Histone Tails | Chromobox protein homolog 1 (Homo sapiens), P83916 | AlphaScreen HP1-beta / biotin-H3K9me3 peptide binding | Potency, µM (titrated, usually from 114 µM), for the others: at the top dose activity change, negative = inhibition, hits mostly inhibitors | actives 0.56% (n = 390,000) | AID 540317, 2011; further: potency means the concentration at half of the fitted maximal effect; nearly all actives have a fitted effect of over 70% in size; inactives centre near 23
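AlphaScreen: HP1-beta (50 nM) preformed 30 min with biotin-H3(1-18)K9me3 peptide (50 nM) in PBS pH 7.4, 0.01% Tween-20. Compound added for 30 min at RT, then streptavidin donor/nickel chelate acceptor beads (10 ug/mL) for 30 min.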
BAZ2B block: qHTS Assay for Inhibitors of BAZ2B; Bromodomain adjacent to zinc finger domain protein 2B (Homo sapiens), Q9UIF8; AlphaScreen BAZ2B-H3K14Ac peptide displacement; Potency, µM (titrated, usually from 114 µM), without a hit: top-dose activity change, negative = inhibition, actives largely listed as inhibitors; actives 4.4% (n = 360,000); further: potency means the concentration at half of the fitted maximal effect; on the % scale 0 is the no-effect control and ±100 the full control effect; nearly all actives have a fitted effect of over 60% in size
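In this displacement format the biotinylated H3(5-23) peptide acetylated at Lys14 serves as ligand at 50 nM, with BAZ2B at 50 nM in PBS pH 7.4 containing 0.01% Tween-20. Donor and acceptor beads are 10 ug/mL final.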
RGS4 inh: Inhibitors of Regulator of G Protein Signaling (RGS) 4: qHTS; Transcreener GDP fluorescence polarization, RGS4-accelerated GTP hydrolysis; Potency, µM (doses to about 114 µM), for the others: at the top dose activity change, negative = inhibition, usual class: inhibitors; actives 0.039% (n = 390,000); AID 504845, 2011; further: potency means the concentration at half of the fitted maximal effect; on the % scale 0 is the no-effect control and ±100 the full control effect; nearly all actives have a fitted effect of over 75% in size; some results filed as inactive show a strong effect at the top dose
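MLSMR compounds (23 nl, pin-transferred) preincubated 10 min at room temperature with a 500nM (2x) first reagent, then RGS4 at 900nM (2x) plus Transcreener GDP mix added; fluorescence polarization (620/688 nm) read before and after 90 min at 30 °C.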
G9a block: qHTS Assay for Inhibitors of Histone Lysine Methyltransferase G9a; Potency, µM (series often up to 102 µM), without a hit: at the highest dose activity, negative = inhibition, actives largely listed as inhibitors; Histone-lysine N-methyltransferase EHMT2 (Homo sapiens), Q96KQ7; actives 8.8% (n = 350,000); G9a H3K9 monomethylation, AlphaScreen, 2 h; further: potency means the concentration at half of the fitted maximal effect; on the % scale 0 is the no-effect control and ±100 the full control effect; nearly all actives have a fitted effect of over 75% in size
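G9a (20 nM) was preincubated 15 min with compound, then reacted 2 h at room temperature with 500 nM biotin-H3K9 peptide and 20 µM SAM. Monomethyl-H3K9 detected by AlphaScreen using anti-H3K9me1 antibody.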
PI4K2A inh: qHTS for small molecular inhibitors of PI4K2A; Phosphatidylinositol 4-kinase type 2-alpha (Homo sapiens), Q9BTU6; purified PI4K2A, ADP-Glo luminescence, 1 h; stronger effect = lower value; activity change, negative = inhibition, % at 76.9 µM; actives 0.13% (n = 420,000); AID 1346378, 2018; in the data active means activity change below about -50%; inconclusive means mostly about -30% to -49%;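 further: -100% = wells without enzyme as full effect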
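ADP-Glo luminescence measured ADP generated by PI4K2A enzyme (4 ug/mL before mixing) with 1.2 mM PI substrate (pre-mix) and 300 microM ATP (pre-mix). Tris pH7.5 buffer with MgCl2, Triton X-100; 1 h reaction at ambient temperature.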
ERG Ets-DNA blk: qHTS for Small Molecule Inhibitors of the ERG Ets/DNA interaction. Transcriptional regulator ERG (Homo sapiens), P11308. fluorescence polarization, His-ERG Ets domain / labelled DNA. actives 0.028% (n = 370,000). AID 624246, 2012. Potency, µM (highest dose often 76.9 µM), for the others: top-dose FP activity, negative = inhibition, hits mostly inhibitors; active means well fitted inhibition curve with a large enough effect in the polarisation, with a control signal flat; inconclusive means small, poorly fitted or top-dose-only effect, or effect the other way, or a change in a side signal; inactive means no such curve, though single readings can be large or run the other way; the % refers to the polarisation;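 further: polarization taken with two DNA probes labelled with fluorescein and Texas red; potency means the concentration at half of the fitted maximal effect; % of control where 0% means no effect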
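His-tagged ERG Ets domain (1 uM in the protein solution; 300mM KCl, 50mM Tris-HCl, 1mM EDTA, 1mM DTT, pH 7.5) received compound, then a probe mix of 5 nM fluorescein-DNA and 100nM Texas-615-DNA. Fluorescence polarization was read for both dyes.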
Starred values were filed as active, the others as inactive; u = inconclusive; x = not tested or not shown; & = joins results of further samples; [ ] = dose if it differs, or a comment. Unless noted, the call rests on the fitted dose curve; in most records, active means well fitted curve in the direction sought with a large enough effect; inconclusive means small, poorly fitted or top-dose-only effect, or another doubt; inactive means no such curve, though single readings can be large; an effect the other way counts as inactive or inconclusive.

Sequence of screens: JMJD2A Tudor inh	GLS inhibitor	ALOX12 inh	HP1b binding inh	BAZ2B block	RGS4 inh	G9a block	PI4K2A inh	ERG Ets-DNA blk
1. COC(=O)c1ccc(OCC(=O)NC2CCCCCC2)cc1
    -1%	-1%	0%	27%	-1%	-5%	99%[activator]	2	-5%
2. CCOC(=O)C1=C(C)C(c2ccccc2OC)NC(=O)N1 (stereo not drawn)
    -1%[11.4 µM]	-8%	10%	-24%	4%	-2%[11.4 µM]	-6%[59 µM]	-10	13%
3. C[C@H](CO)N1C[C@H](C)[C@@H](CN(C)C(=O)Nc2ccc(C(F)(F)F)cc2)Oc2ccc(NC(=O)Nc3ccc(C(F)(F)F)cc3)cc2C1=O
    -24%	-2%	-15%	40%[activator]	x	-6%	x	0	9%
4. O=C(O)CSc1nc(-c2ccccc2)nc2c1oc1ccccc12
    -12%	9%	2%	18%	-6%	-5%	u	2	-13%
5. COc1cc(CNc2ncn[nH]2)ccc1OCc1ccccc1C
    -14%	-8%	1%&3%	28%	-1%	-7%	7%	5	-2%
6. CN(CC(=O)Nc1cccc(F)c1)C(=O)CNC(=O)Cc1cccc2ccccc12
    -20%	-1%	3%	16%	-2%	-8%	-32%	-3	-1%
7. O=C1Nc2ccccc2/C1=N/c1sc2c(c1C(=O)NCCc1ccccc1)CCCC2
    -35%	5%	u	-33%	u	-9%	x	3	0%
8. O=c1[nH]c2ccccc2c2oc(CCl)nc12
    -15%	13%	u	13%	-18%	u	35µM*	0	3%
9. COc1ccc(NC(=O)c2cc(-c3ccncc3)nc3ccccc23)c(OC)c1
    u	-2%	-6%	-29%	x	-7%	x	-6	11%
10. COc1cc(OC)c(NC(=O)c2ccco2)cc1Cl
    -17%	1%	-20%	33%	-2%	-3%	-34%[12.7 µM]	-5	-4%
11. CCCCn1c(N)c(N(CC(C)C)C(=O)c2cc(-c3ccc(OC)c(OC)c3)nc3ccccc23)c(=O)[nH]c1=O
    -10%	1%	u	19%	15%	7%	u	-6	-2%
12. CCCCN(CC)C(=O)CCNS(=O)(=O)c1ccc2c(c1)c(=O)n(C)c(=O)n2C
    -8%	-10%	-20%	39%[activator]	-5%	8%	-4%[59 µM]	-2	1%
13. CCC(C)c1ccc2oc(-c3ccc(NC(=O)c4cc5ccccc5o4)cc3)nc2c1 (stereo not drawn)
    -15%	-7%	u	5%	-2%	-1%	-9%[59 µM]	6	-2%
14. CCOc1cccc(CN2CCCC(N3CCN(c4cccc(Cl)c4)CC3)C2)c1O (stereo not drawn)
    u	16%	5%	-14%	u	14%	u	-4	9%
15. COCCNC(=O)NC1(C(F)(F)F)Oc2ccc(Cl)cc2O1 (stereo not drawn)
    -10%[57.1 µM]	6%	u	-23%	7%	-46%[56.9 µM]	40µM*	-2	5%

Sequence of screens: JMJD2A Tudor inh	GLS inhibitor	ALOX12 inh	HP1b binding inh	BAZ2B block	RGS4 inh	G9a block	PI4K2A inh	ERG Ets-DNA blk
16. Cc1c(C(=O)OCc2ccc(F)cc2)sc2nc3n(c(=O)c12)CCC3
    -4%	-1%	0%	17%	-2%	8%	-30%	4	1%
17. Cc1ccc(SCc2c(C(=O)N/N=C/c3ccc4c(c3)OCO4)nnn2-c2nonc2N)cc1
    -12%	-5%	-9%	58%[activator]	-2%	-3%[56.9 µM]	49%[activator]	-3	3%
18. COc1ccc2c(c1)c(-c1csc(N)n1)c(C)n2C
    -55%	18%	-4%	-13%	79µM*	-26%	7%[0.501 µM]	-4	-3%
19. O=C(O)c1ccc(NC(=S)NCc2ccccc2)cc1
    4%	-3%	u	47%[activator]	-4%	0%	11%[59 µM]	0	16%
20. COCc1c(C(=O)OC)nnn1-c1ccccc1
    -6%	-5%	0%	25%	11%	-10%	20%[59 µM]	-3	-13%
21. O=C(CSc1cccc[n+]1[O-])Nc1cccc(S(=O)(=O)NC2=NCCCCC2)c1
    -19%	-5%	u	16%	x	11%	u	3	-1%
22. COc1ccc(CN(C(=O)COc2ccccc2OC)C2CCS(=O)(=O)C2)cc1 (stereo not drawn)
    -2%	u	-23%	17%	5%	0%	-5%[59 µM]	0	5%
23. Cc1cccc(-n2c(SCC(=O)N3CCN(c4ccccn4)CC3)nnc2N2CCOCC2)c1
    -15%	0%	-2%	31%	-5%	-12%	-6%[12.7 µM]	3	-3%
24. CCC(=O)Nc1ccc(NC(=O)c2cccc3ccccc23)cc1
    -1%	0%	0%	45%[activator]	3%	-4%	-6%	3	-1%
25. Cc1ccc(Oc2ncccc2NC(=O)CC2(CC(=O)O)CCCC2)c2c1CCC2
    -14%	5%	0%	14%	-21%	-5%	-12%	-2	1%
26. O=C(Cn1ncc2c3ccccc3n(Cc3ccccc3)c2c1=O)NC1CCCC1
    5%	1%	13%	27%	-17%	-5%	-10%	1	0%
27. Cc1ccc(S(=O)(=O)CCC(=O)NCCN2C(=O)S/C(=C/c3ccc(F)cc3)C2=O)cc1
    -11%	1%	4%	33%	-29%	-24%	26%[59 µM]	0	5%
28. O=C(Cn1cnc2c(nnn2-c2ccccc2)c1=O)NCC1CCCO1 (stereo not drawn)
    -10%	1%	9%	28%	-5%	15%	-1%	1	0%
29. CC(C)C[C@@H](CN1CCCC1CN1C(=S)NC[C@@H]1Cc1ccc(O)cc1)N1C[C@H](Cc2ccc(O)cc2)N(CCc2ccccc2)C1=S (stereo partly drawn)
    u	14%	u	1%	x	20%	x	-4	9%
30. Cc1cc(NC(=O)CCN2CCN(C/C=C/c3ccccc3)CC2)ccc1Br
    -29%	-5%	6.3µM*	1%	u	-40%	21%[0.501 µM]	-1	21%

Sequence of screens: JMJD2A Tudor inh	GLS inhibitor	ALOX12 inh	HP1b binding inh	BAZ2B block	RGS4 inh	G9a block	PI4K2A inh	ERG Ets-DNA blk
31. CCOC(=O)CCc1c(C)nc2cc(C3CCCN(C(=O)OC(C)(C)C)C3)[nH]n2c1=O (stereo not drawn)
    -9%	1%	u	65%[activator]	13%	1%	-6%[2.33 µM]	2	-1%
32. COc1ccc(C)cc1-n1nnnc1SCC1CCCO1 (stereo not drawn)
    u	15%	16%	-5%	-1%	8%[11.4 µM]	36%[59 µM]	4	2%
33. Cc1ccc2c(c1)N(CCC(=O)NCc1cccnc1)C(=O)CO2
    36%	2%	0%	22%	4%	9%	55%[activator][12.7 µM]	5	4%
34. Cc1cc(OCCOCCNC(C)C)cc(C)c1Cl
    3.2µM*	-1%	u	-18%	79µM*	-25%	u	6	-2%
35. Cc1cc(SCC(=O)OC(C)C(=O)N(C)c2ccccc2)nc2ccccc12 (stereo not drawn)
    -6%	3%	10%	18%	-4%	9%	1%[59 µM]	-1	-1%
36. CC1CCC(NC(=O)CCN2C(=O)C3CC=CCC3C2=O)CC1 (stereo not drawn)
    -11%	8%	11%	15%	x	15%	x	4	-8%
37. COc1cc(NC(=S)NCc2cccnc2)cc(OC)c1
    -2%	13%	-27%	31%	-3%	2%	-40%[59 µM]	-3	4%
38. COc1ccc2c(c1)CC(NC(=O)Nc1ccc(Br)c(C)c1)CO2 (stereo not drawn)
    -9%	-25%	-15%	21%[57 µM]	3%	0%	-12%[59 µM]	0	10%
39. O=C(CCCn1nnc2ccccc2c1=O)N[C@H](C(=O)O)c1ccccc1
    -6%	-4%	-15%	71%[activator]	-3%	-3%	3%	-2	4%
40. COc1ccccc1CN(Cc1cc2cc(C)ccc2[nH]c1=O)Cc1nnnn1CC1CCCO1 (stereo not drawn)
    -19%	0%	-19%	-9%	u	-19%	-29%[12.7 µM]	-2	x
41. Cc1ccc(S(=O)(=O)N2CCN(C(=O)CCn3cncn3)CC2)cc1C
    5%	-12%	22%	21%	-2%	-29%	0%	-1	-15%
42. NC(=S)N/N=C1\CCOc2ccc(F)cc21
    -18%	-24%	u	15%	-15%	u	x	0	5%
43. O=C(CCN1CCOCC1)N/N=C/c1cc([N+](=O)[O-])ccc1OC(F)F
    -10%	-3%	-2%	9%	-13%	-3%	-30%	5	-3%
44. COc1ccc(OC(=O)c2ccc(OC)c(S(=O)(=O)N3CCOCC3)c2)cc1
    -10%	-1%	1%	23%	-9%	11%	u	-2	2%
45. CCOC(=O)C1=NN(N=O)C2(CC(=O)N(c3cc(C)cc(C)c3)C2=O)C1 (stereo not drawn)
    -34%	-6%	u	10%	-9%	17%	4.5µM*	0	4%
46. CCCc1cc(C(=O)N2CCCC(C(=O)c3cc(C)c(OC)c(C)c3)C2)n(C)n1 (stereo not drawn)
    -4%	7%	-1%	19%	-32%	14%	x	2	8%
47. NC(=O)c1nn(-c2ccccc2)nc1NC(=O)CN1CCCC1
    -2%	-4%	19%	35%	-5%	-3%	u	0	4%

Only part of the results is shown. The share of hits here may be higher or lower than overall.
